From PubChem BioAssay
p53 PUMA act = restores mutant p53 pathway signaling in SW480 cells | SW480 PUMA-promoter luciferase, p53 mutant reactivation | activation, % at 9.98 µM | hit rate 1.5% among 28,000; in the data active = activation above about 52%
STK33 kin inh = human STK33 kinase inhibition | inhibition, % at 12.5 µM | AID 2322 | ADP-Glo luminescence, MBP substrate | Q9BYT3 | hit rate 0.44% among 27,000; in the data active = inhibition above about 20%
Target sequence (Q9BYT3 whole entry, looked up): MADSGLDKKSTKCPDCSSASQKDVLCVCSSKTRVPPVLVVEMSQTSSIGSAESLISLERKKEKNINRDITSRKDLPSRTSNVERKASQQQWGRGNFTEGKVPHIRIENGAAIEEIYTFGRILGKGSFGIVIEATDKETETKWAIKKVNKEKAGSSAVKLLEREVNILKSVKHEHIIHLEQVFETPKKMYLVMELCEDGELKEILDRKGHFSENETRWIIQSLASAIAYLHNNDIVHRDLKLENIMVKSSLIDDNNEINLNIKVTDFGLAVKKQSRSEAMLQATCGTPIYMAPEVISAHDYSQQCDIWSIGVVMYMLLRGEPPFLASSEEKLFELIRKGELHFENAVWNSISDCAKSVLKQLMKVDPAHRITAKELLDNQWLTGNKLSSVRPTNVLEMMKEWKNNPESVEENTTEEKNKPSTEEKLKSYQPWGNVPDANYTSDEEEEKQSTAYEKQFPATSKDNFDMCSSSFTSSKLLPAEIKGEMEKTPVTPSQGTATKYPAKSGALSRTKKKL
* = called active by the depositor; · = no result given. The list is partial; count on the stated rates, not on these rows.

Screens in order – p53 PUMA act	STK33 kin inh
1	C[C@@H]1CN([C@@H](C)CO)C(=O)Cc2cc(NC(=O)CCC(F)(F)F)ccc2O[C@@H]1CN(C)C(=O)Nc1ccc2c(c1)OCO2
  ·	-2.6
2	Cc1cc(O)c2c(c1)C(=O)c1cc(O)cc(O)c1C2=O
  ·	7.4
3	COc1ccc(C(=O)On2c(-c3ccccc3)cc3ccccc32)cc1
  16.3	·
4	COc1ccc(S(=O)(=O)N(C)CC(=O)Nc2ccc(C(N)=O)cc2)cc1Cl
  13.8	6.3
5	COc1ccc([N+](=O)[O-])cc1N(CC(=O)Nc1cccc(C)c1)S(C)(=O)=O
  -7.9	-2.1
6	C[C@@H]1CN([C@H](C)CO)C(=O)Cc2cc(NS(=O)(=O)c3cccs3)ccc2O[C@H]1CN(C)Cc1ccncc1
  ·	-0.6
7	C[C@@H]1CN([C@@H](C)CO)C(=O)Cc2cc(NS(=O)(=O)c3ccc(Cl)cc3)ccc2O[C@@H]1CN(C)Cc1ccccc1
  ·	-2.7
8	Cc1ccc(Nc2nc(N)nc(CSCCO)n2)cc1
  45.8	3.5
9	Cc1noc(C)c1S(=O)(=O)N(C)C[C@H]1OCCCC[C@@H](C)Oc2ccc(NC(=O)Nc3ccc(C(F)(F)F)cc3)cc2C(=O)N([C@H](C)CO)C[C@@H]1C
  ·	-0.4
10	O=C(NCCN1CCOCC1)[C@@]1(CCS(=O)(=O)c2ccccc2)N=C(c2ccc(OCCCO)cc2)O[C@H]1c1ccccc1
  ·	-7.1
11	C[C@H](CO)N1C[C@H](C)[C@H](CN(C)C(=O)Nc2cccc3ccccc23)Oc2ccc(NC(=O)Cn3cnnn3)cc2CC1=O
  1.6	3.1
12	Cc1ccc(-n2c(SCC(=O)Nc3ccc(F)c(F)c3)nnc2-c2ccccn2)cc1
  3.7	-1.0
13	Cc1nc(-c2ccccc2)sc1C(=O)C1C(=O)C(=O)N(CCN2CCOCC2)C1c1cccs1 (configuration not stated)
  8.5	4.3
14	C[C@H](CO)N1C[C@H](C)[C@@H](CN(C)C(=O)Nc2ccc3c(c2)OCO3)Oc2ncc(-c3cccnc3)cc2C1=O
  10.6	·
15	COc1c(Cl)cc(Cl)cc1CNCCNCC(C)O (configuration not stated)
  19.4	-1.2
16	O=S(=O)(Cc1noc(-c2ccc(OC(F)(F)F)cc2)n1)Cc1ccco1
  8.7	·
17	COc1ccc(Cl)cc1NC(=O)C(C)n1nc(C)c([N+](=O)[O-])c1C (configuration not stated)
  -6.6	-0.6
18	C=CCSCC1Nc2cc(Cl)c(S(N)(=O)=O)cc2S(=O)(=O)N1 (configuration not stated)
  -7.8	-0.7
19	C[C@@H]1CN([C@@H](C)CO)C(=O)c2cccc(NS(C)(=O)=O)c2O[C@@H]1CN(C)C(=O)NC1CCCCC1
  7.8	·
20	COc1ccc(S(=O)(=O)N(C)C[C@@H]2Oc3ccc(NC(=O)CCCN(C)C)cc3CC(=O)N([C@@H](C)CO)C[C@H]2C)cc1
  8.7	·
21	C[C@H](CO)N1C[C@H](C)[C@H](CN(C)S(=O)(=O)c2ccc(Cl)cc2)Oc2c(NC(=O)Nc3cccc4ccccc34)cccc2C1=O
  -0.3	·
22	O=C(COc1cccc(NC(=O)c2ccccc2[N+](=O)[O-])c1)c1ccc(F)cc1
  0.5	0.9
23	C[C@@H]1CN([C@H](C)CO)C(=O)Cc2cc(NS(=O)(=O)c3ccc(F)cc3)ccc2O[C@@H]1CN(C)C(=O)NC1CCCCC1
  ·	-0.7
24	C[C@H](CO)N1C[C@H](C)[C@H](CN(C)C(=O)Nc2cccc3ccccc23)Oc2ccc(NS(=O)(=O)c3ccc(F)cc3)cc2CC1=O
  ·	0.0
25	COc1ccc(NC(=O)N(C)C[C@H]2Oc3ccc(NS(=O)(=O)c4ccccc4)cc3C(=O)N([C@@H](C)CO)C[C@H]2C)cc1
  -5.4	-1.6
26	C[C@@H]1CN([C@@H](C)CO)C(=O)c2cc(NC(=O)Cc3cn(C)c4ccccc34)ccc2O[C@@H]1CN(C)CC1CC1
  -3.4	·
27	C[C@@H]1CN([C@@H](C)CO)C(=O)Cc2cc(NC(=O)Cc3ccccc3)ccc2O[C@@H]1CN(C)Cc1ccccc1
  ·	1.6
28	C[C@@H]1CN([C@H](C)CO)C(=O)c2cccc(NC(=O)C3CCOCC3)c2O[C@H]1CN(C)Cc1ccc(Oc2ccccc2)cc1
  -8.5	·
29	C/C=C/c1cnc2c(c1)C(=O)N([C@@H](C)CO)C[C@@H](C)[C@H](CN(C)C(=O)c1ccc3c(c1)OCO3)O2
  5.3	·
30	C[C@@H]1CN([C@@H](C)CO)C(=O)c2cc(NC(=O)Cn3cnnn3)ccc2O[C@H]1CN(C)C(=O)Nc1cccc2ccccc12
  -12.5	·
31	C[C@@H]1CN([C@@H](C)CO)C(=O)c2cccc(NC(=O)Nc3ccccc3)c2O[C@@H]1CN(C)S(C)(=O)=O
  ·	0.8
32	COC(=O)c1cc(=O)n2ccccc2c1C#N
  -8.1	·
33	Cc1ccc(NC(=O)CCCOc2ccccc2)c([N+](=O)[O-])c1
  79.1*	-1.3
34	Cc1noc(C)c1NC(=O)Nc1ccc2c(c1)CC(=O)N([C@@H](C)CO)C[C@H](C)[C@H](CN(C)C(=O)Nc1ccccc1)O2
  ·	-0.1
35	CC(=O)c1cccc(NC(=O)C(C)NS(=O)(=O)c2ccc(F)cc2)c1 (configuration not stated)
  4.1	1.7
36	O=C(C[C@@H]1C[C@H]2c3cc(NC(=O)Nc4ccccc4F)ccc3O[C@H]2[C@H](CO)O1)NCc1cc(F)ccc1F
  -10.9	·
37	CNC(=O)CN(c1cccc(Br)c1)S(C)(=O)=O
  1.1	3.2
38	C[C@H](CO)N1C[C@H](C)[C@@H](CN(C)S(C)(=O)=O)Oc2c(cccc2N(C)C)C1=O
  ·	-2.5
39	C[C@H]1CN([C@@H](C)CO)C(=O)c2cc(NC(=O)Nc3cccc4ccccc34)ccc2O[C@@H]1CN(C)Cc1ccncc1
  ·	-6.1
40	COC(=O)c1ccccc1NC(=O)CNS(=O)(=O)c1c(C)cc(C)cc1C
  27.0	-3.9
41	COc1ccc(NC(=O)N(C)C[C@@H]2Oc3ccc(NS(=O)(=O)c4ccc(F)cc4)cc3CC(=O)N([C@H](C)CO)C[C@H]2C)cc1
  ·	-2.7
42	C[C@@H]1CN([C@H](C)CO)C(=O)c2cc(NS(=O)(=O)c3ccccc3)ccc2O[C@@H](C)CCCCO[C@@H]1CN(C)Cc1ccncc1
  -4.3	·
43	O=C(NCCNc1ccc(C(F)(F)F)cc1[N+](=O)[O-])c1cccc(Br)c1
  3.3	-2.5
44	CCC(=O)Nc1ccc2nc(SCc3ccccc3C#N)sc2c1
  48.9	0.0
45	C[C@H]1CN([C@@H](C)CO)C(=O)c2cc(NC(=O)C3CC3)ccc2O[C@@H]1CN(C)Cc1ccc(C(=O)O)cc1
  3.3	-1.3
46	C[C@@H]1CN([C@H](C)CO)C(=O)c2cc(NS(=O)(=O)c3cccs3)ccc2O[C@@H]1CN(C)S(=O)(=O)c1cn(C)cn1
  ·	1.0
47	C[C@H]1CN([C@@H](C)CO)C(=O)c2cc(NC(=O)CCC(F)(F)F)ccc2O[C@@H]1CN(C)C(=O)Nc1ccc(F)cc1
  ·	-3.1
48	C[C@@H]1CN([C@H](C)CO)C(=O)c2cc(NC(=O)NC3CCCCC3)ccc2O[C@H]1CN(C)S(=O)(=O)c1ccccc1
  6.2	5.7
49	Cc1noc(C)c1NC(=O)Nc1ccc2c(c1)C(=O)N([C@H](C)CO)C[C@H](C)[C@H](CN(C)C(=O)C1CCCCC1)OCCCC[C@@H](C)O2
  12.7	-2.0
50	C[C@@H]1CN([C@H](C)CO)S(=O)(=O)c2ccc(-c3cccc(C#N)c3)cc2O[C@@H]1CN(C)C(=O)Nc1ccccc1F
  -18.1	·

Further structures
Screens in order – p53 PUMA act	STK33 kin inh
51	COC(=O)C[C@H]1C(C)(C)C2(O)OC34CC2C(=O)[C@]1(C)C3CC[C@]1(C)C4=CC(=O)O[C@H]1c1ccoc1 (some centres not stated)
  ·	5.5
52	O=S(=O)(NCc1ccccn1)c1ccc(F)cc1
  -30.0	-2.8
53	Cc1ccc(C(=O)NCCCn2ccnc2)cn1
  -7.4	3.6
54	Cn1c(Cc2cccc3ccccc23)nnc1SCC(=O)N1CCc2ccccc21
  3.4	0.2
55	CNC[C@H]1Oc2ccc(NS(=O)(=O)c3ccccc3)cc2C(=O)N([C@@H](C)CO)C[C@H]1C
  -7.7	4.9
56	C[C@H]1CN([C@@H](C)CO)C(=O)Cc2cc(NC(=O)NC3CCCCC3)ccc2O[C@@H]1CN(C)S(C)(=O)=O
  ·	2.1
57	CNC[C@@H]1Oc2ccc(NC(=O)Cc3ccccc3)cc2CC(=O)N([C@H](C)CO)C[C@@H]1C
  8.2	2.1
58	COc1ccc(NC(=O)CC2SC3=NCCN3C2=O)cc1 (configuration not stated)
  5.5	7.3
59	COc1ccccc1-c1c(C(F)(F)F)oc2cc(OCC(=O)Nc3cc(C)ccc3C)ccc2c1=O
  -15.6	-5.2
60	CC(C)(C#N)NC(=O)C1Cc2ccccc2CN1S(=O)(=O)c1ccc(F)cc1 (configuration not stated)
  -13.6	-0.4
61	CC(C)NC(=O)N(C)C[C@@H]1Oc2ccc(NC(=O)Nc3ccc4c(c3)OCO4)cc2CC(=O)N([C@H](C)CO)C[C@@H]1C
  ·	0.6
62	CCOC(=O)c1c(NC(=O)C(C)Oc2ccccc2C)sc2c1CCCC2 (configuration not stated)
  -7.9	2.7
63	C[C@@H]1CN([C@@H](C)CO)C(=O)c2cccc(NC(=O)Nc3ccccc3)c2O[C@H]1CN(C)C(=O)NC1CCCCC1
  -0.7	·
64	Cc1noc(C)c1NC(=O)N(C)C[C@H]1Oc2ccc(NS(=O)(=O)c3ccc(F)cc3)cc2C(=O)N([C@@H](C)CO)C[C@H]1C
  ·	-0.8
65	Cc1ccc(S(=O)(=O)N(C)C[C@@H]2OCCCC[C@@H](C)Oc3ccc(NS(=O)(=O)c4ccc(F)cc4)cc3C(=O)N([C@H](C)CO)C[C@@H]2C)cc1
  ·	0.4
66	COc1ccc(C(=O)CSc2nc(N)nc(SC)c2C#N)cc1
  -4.2	-0.8
67	COc1cc(OC)c(NC(=O)CSc2nnc(-c3ccccc3)n2C)cc1Cl
  2.5	1.1
68	C[C@@H]1CN([C@H](C)CO)C(=O)c2cccc(NC(=O)c3cnccn3)c2O[C@H]1CN(C)C(=O)NC1CCCCC1
  -3.1	·
69	CC(=O)OC/C(=C\COc1cc(=O)oc2cccc(C)c12)CCC=C(C)C
  -13.7	-19.1
70	Cc1cc(C)c(NC(=O)CN(c2cc(C(F)(F)F)ccc2Cl)S(C)(=O)=O)c(C)c1
  -1.3	-1.7
71	O=C(CSc1nnc(-c2ccncc2)o1)Nc1ccc(F)cc1
  -15.1	-3.7
72	Cc1ccc(S(=O)(=O)Nc2ccc3c(c2)CC(=O)N([C@H](C)CO)C[C@H](C)[C@H](CN(C)C(=O)Nc2c(C)noc2C)O3)cc1
  0.8	2.4
73	O=C(CSc1nnc(-c2ccc(Br)cc2)o1)c1ccc([N+](=O)[O-])cc1
  -58.3	-4.5
74	CC(C)CNC(=O)[C@@]1(C)c2ccccc2C(=O)N(Cc2cc(F)cc(C(F)(F)F)c2)[C@H]1c1ccc(CO)cc1
  ·	-3.0
75	C[C@@H]1CN([C@@H](C)CO)C(=O)Cc2cc(NS(C)(=O)=O)ccc2O[C@@H]1CN(C)S(=O)(=O)c1ccccc1
  ·	0.1
76	Cc1ccc(Nc2nc(Oc3ccc(=O)[nH]n3)nc(N(C)C)n2)cc1
  20.1	-4.0
77	Cc1ccc(SC(C)C(=O)NCc2cccnc2)cc1 (configuration not stated)
  25.1	-3.2
78	COc1ccc(CN(C)C[C@@H]2Oc3ccc(NC(=O)C4CC4)cc3C(=O)N([C@@H](C)CO)C[C@H]2C)cc1
  13.3	·
79	COc1cccc(NC(=O)CSC2=C(C#N)C(c3cccc(Br)c3)CC(=O)N2)c1 (configuration not stated)
  -0.9	2.2
80	Cc1cc(I)ccc1NC(=O)CN(c1cc(Cl)c(Cl)cc1Cl)S(C)(=O)=O
  5.2	2.5
81	C[C@H]1CN([C@@H](C)CO)C(=O)c2cc(NC(=O)Cc3ccccc3)ccc2O[C@@H]1CN(C)Cc1ccc(-c2ccccc2)cc1
  ·	0.9
82	COc1ccc(S(=O)(=O)N(C)C[C@@H]2Oc3ccc(NC(=O)Nc4c(C)noc4C)cc3C(=O)N([C@H](C)CO)C[C@@H]2C)cc1
  ·	-3.0
83	C[C@@H]1CN([C@H](C)CO)C(=O)c2cccc(NS(C)(=O)=O)c2O[C@H]1CN(C)Cc1ccc(Oc2ccccc2)cc1
  3.6	·
84	CC(C)NC(=O)Nc1ccc2c(c1)CC(=O)N([C@H](C)CO)C[C@@H](C)[C@@H](CN(C)C(=O)NC(C)C)O2
  ·	-0.2
85	Cc1noc(C)c1NC(=O)N(C)C[C@H]1Oc2ccc(NS(=O)(=O)c3ccc(F)cc3)cc2CC(=O)N([C@@H](C)CO)C[C@H]1C
  ·	-0.8
86	COc1ccc(CN(C)C[C@@H]2Oc3c(NC(=O)C4CCOCC4)cccc3C(=O)N([C@@H](C)CO)C[C@H]2C)cc1
  7.9	·
